TCR act: activators of T cell receptors; primary human leukocytes, anti-CD3, IL-2 HTRF, 48 h; Potency, µM (top dose mostly 9.22 µM), inactives show top-dose activation of IL-2 secretion, hits mostly activators; 330,000 tested, under 10 active; AID 504894; active means well fitted activation curve with a large enough effect; further: % of control where 0% means no effect
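Human primary leukocytes + a-CD3 beads + cpd, 48 hr; IL-2 in supernatant by HTRF (ex 320nm / em 665nm). No co-stimulatory signal supplied.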
hERG WT inh: blocks the wildtype human KCNH2 potassium channel | activity change, % at 1.84 µM | actives 0.37% (n = 340,000) | Q12809 | U2OS, BacMam KCNH2, thallium flux FluxOr; active compounds read low;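 active means maximum activity change below -70%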; further: on the % scale 0 is the no-effect control and ±100 the full control effect
Target sequence (Q12809 whole entry, looked up): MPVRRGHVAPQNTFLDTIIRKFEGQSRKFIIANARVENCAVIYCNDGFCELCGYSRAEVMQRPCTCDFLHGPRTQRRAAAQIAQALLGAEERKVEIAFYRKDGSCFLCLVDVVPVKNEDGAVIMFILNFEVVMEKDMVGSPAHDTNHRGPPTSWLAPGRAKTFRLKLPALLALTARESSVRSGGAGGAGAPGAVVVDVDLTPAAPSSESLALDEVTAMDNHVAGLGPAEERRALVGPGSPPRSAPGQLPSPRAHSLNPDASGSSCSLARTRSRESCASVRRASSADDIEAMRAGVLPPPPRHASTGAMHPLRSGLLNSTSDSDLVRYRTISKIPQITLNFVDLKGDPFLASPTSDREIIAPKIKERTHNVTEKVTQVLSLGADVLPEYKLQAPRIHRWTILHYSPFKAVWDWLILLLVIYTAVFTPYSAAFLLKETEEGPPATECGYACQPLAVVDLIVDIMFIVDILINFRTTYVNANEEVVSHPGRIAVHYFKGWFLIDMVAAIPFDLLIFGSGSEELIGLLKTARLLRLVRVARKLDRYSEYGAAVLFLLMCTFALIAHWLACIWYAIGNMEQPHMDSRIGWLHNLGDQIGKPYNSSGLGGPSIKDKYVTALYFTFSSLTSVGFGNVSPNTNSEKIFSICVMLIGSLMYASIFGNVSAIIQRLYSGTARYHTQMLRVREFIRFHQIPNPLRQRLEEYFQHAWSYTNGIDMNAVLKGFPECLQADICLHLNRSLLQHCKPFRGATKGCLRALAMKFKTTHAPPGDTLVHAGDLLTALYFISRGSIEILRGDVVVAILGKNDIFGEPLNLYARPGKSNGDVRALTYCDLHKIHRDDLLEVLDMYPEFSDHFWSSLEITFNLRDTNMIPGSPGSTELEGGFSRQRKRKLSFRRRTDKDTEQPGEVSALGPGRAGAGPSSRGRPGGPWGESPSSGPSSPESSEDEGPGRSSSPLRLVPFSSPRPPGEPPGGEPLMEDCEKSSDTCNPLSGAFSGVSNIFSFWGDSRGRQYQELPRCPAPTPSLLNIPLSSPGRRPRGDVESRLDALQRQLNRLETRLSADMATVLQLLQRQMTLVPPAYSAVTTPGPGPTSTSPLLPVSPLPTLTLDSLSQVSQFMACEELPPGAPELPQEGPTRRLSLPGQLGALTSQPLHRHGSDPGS
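U2OS cells were transduced with wild-type KCNH2 virus (2.03 x 10^8 / mL) for 4 h at room temperature, then cultured overnight at 37 C. Thallium flux was read with FluxOr dye. Rate constants were normalized to DMSO controls.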
KCNH2 3.1 block: inhibitors of human KCNH2 3.1 potassium channel isoform; actives 0.95% (n = 340,000); activity change, % (tested at about 1.8 µM); U2OS KCNH2 3.1, thallium flux FluxOr; active compounds read low;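 active means maximum activity change below -70%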;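 further: thallium influx rate constant from kinetic fluorescence after stimulation buffer; on the % scale 0 is the no-effect control and ±100 the full control effect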
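Kinetic fluorescence (2 min after stimulation buffer) measures Tl+ influx through KCNH2 3.1 expressed by viral transduction in U2OS cells; the rate constant is normalized against DMSO controls serving as positive and negative references.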
* hit, by the source's call. Not all compounds are listed; the hit share may differ from the screen's.

How did O=C(COC(=O)c1n[nH]c(=O)c2ccccc12)Nc1cccc(S(=O)(=O)N2CCOCC2)c1 do in these assays?
TCR act: -7%; hERG WT inh: 3; KCNH2 3.1 block: 13

How did O=C(NCCNC(=O)c1ccccc1[N+](=O)[O-])c1ccccc1[N+](=O)[O-] do in these assays?
TCR act: 2%; hERG WT inh: 3; KCNH2 3.1 block: 7

How did Cc1cc2cc(CCNC(=O)C(C)C)c(=O)[nH]c2cc1C do in these assays?
TCR act: -1%; hERG WT inh: 8; KCNH2 3.1 block: -5

What do the screens show for `Cc1csc(NC(=O)CSc2nc3[nH]c(=O)cc(O)c3s2)n1`?
TCR act: 6%; hERG WT inh: 1; KCNH2 3.1 block: 9

Results for O=S(=O)(c1ccc(F)cc1)N1CCN(CC(O)COCc2ccccc2)CC1 (stereo not given) ?
TCR act: 1%; hERG WT inh: 3; KCNH2 3.1 block: 3

Results for O=C(CCCOc1ccccc1)Nc1ccc(Br)cc1 ?
TCR act: -9%; hERG WT inh: -10; KCNH2 3.1 block: -38

How did O=C(NCc1ccc(F)cc1)c1ccc2c(c1)S(=O)(=O)c1ccccc1C2=O do in these assays?
TCR act: -3%; hERG WT inh: 1; KCNH2 3.1 block: 8

How did COC(=O)[C@H](Cc1c[nH]c2ccccc12)NCc1cccc(B(O)O)c1 do in these assays?
TCR act: 4%; hERG WT inh: 15; KCNH2 3.1 block: 2

Results for CN(C)S(=O)(=O)c1ccc(/C(O)=C2/C(=O)C(=O)N(CCCN3CCOCC3)C2c2ccncc2)cc1 (stereo not given) ?
TCR act: -6%; hERG WT inh: 11; KCNH2 3.1 block: -3

What do the screens show for `O=C(O)c1ccc(NC2(C(=O)O)CCCC2)cc1`?
TCR act: -5%; hERG WT inh: 3; KCNH2 3.1 block: -27

What do the screens show for `O=C(c1noc2c1CCCCC2)N1CCN(C(c2ccccc2)c2ccccc2)CC1`?
TCR act: -17%; hERG WT inh: -14; KCNH2 3.1 block: -8

Results for O=C(NC(=S)Nc1cccc(O)c1)c1cncc(Br)c1 ?
TCR act: 0%; hERG WT inh: 8; KCNH2 3.1 block: 2

How did COc1cc2c(cc1CNC[C@H]1O[C@@H](n3cnc(C(N)=O)n3)[C@H](O)[C@@H]1O)OCO2 do in these assays?
TCR act: 15%; hERG WT inh: 10; KCNH2 3.1 block: -13

What do the screens show for `CCCCC(=O)OCC(=O)C1(O)Cc2c(O)c3c(c(O)c2C(OC2CC(NC(=O)C(F)(F)F)C(O)C(C)O2)C1)C(=O)c1c(OC)cccc1C3=O` (stereo not given)?
TCR act: 1%; hERG WT inh: -11; KCNH2 3.1 block: -1

Results for NC(=S)N=Nc1ccc(O)cc1 ?
TCR act: -4%; hERG WT inh: 2; KCNH2 3.1 block: 3

7 entries out of the list, arranged by SMILES length, rising.
Results for NC(=S)N=Nc1ccc(O)cc1 ?
TCR act: -4%; hERG WT inh: 2; KCNH2 3.1 block: 3

Results for O=C(NC(=S)Nc1cccc(O)c1)c1cncc(Br)c1 ?
TCR act: 0%; hERG WT inh: 8; KCNH2 3.1 block: 2

What do the screens show for `Cc1csc(NC(=O)CSc2nc3[nH]c(=O)cc(O)c3s2)n1`?
TCR act: 6%; hERG WT inh: 1; KCNH2 3.1 block: 9

How did O=C(NCCNC(=O)c1ccccc1[N+](=O)[O-])c1ccccc1[N+](=O)[O-] do in these assays?
TCR act: 2%; hERG WT inh: 3; KCNH2 3.1 block: 7

How did O=C(COC(=O)c1n[nH]c(=O)c2ccccc12)Nc1cccc(S(=O)(=O)N2CCOCC2)c1 do in these assays?
TCR act: -7%; hERG WT inh: 3; KCNH2 3.1 block: 13

How did COc1cc2c(cc1CNC[C@H]1O[C@@H](n3cnc(C(N)=O)n3)[C@H](O)[C@@H]1O)OCO2 do in these assays?
TCR act: 15%; hERG WT inh: 10; KCNH2 3.1 block: -13

Results for CN(C)S(=O)(=O)c1ccc(/C(O)=C2/C(=O)C(=O)N(CCCN3CCOCC3)C2c2ccncc2)cc1 (stereo not given) ?
TCR act: -6%; hERG WT inh: 11; KCNH2 3.1 block: -3

Following part.
What do the screens show for `COc1ccc2c(c1)c(C(=O)CN1CCCCC1)c(C)n2C`?
TCR act: 0%; hERG WT inh: 3; KCNH2 3.1 block: 17

Results for COCCn1c(N)c(N(Cc2ccccc2)C(=O)c2ccc(N3CCCC3=O)cc2)c(=O)[nH]c1=O ?
TCR act: -3%; hERG WT inh: -6; KCNH2 3.1 block: -4

What do the screens show for `O=C(Nc1cccc(C(=O)N2CCCC2)c1)C1CCC1`?
TCR act: 4%; hERG WT inh: 0; KCNH2 3.1 block: 27

Results for CN1N=C(C(=O)N=c2sc3ccccc3n2C)CCC1=O ?
TCR act: 3%; hERG WT inh: 1; KCNH2 3.1 block: 9

What do the screens show for `S=C(Cc1ccccc1)N1CCOCC1`?
TCR act: -7%; hERG WT inh: 4; KCNH2 3.1 block: -15

Results for O=[N+]([O-])c1cc(-c2csc(NCCc3nc4cc(Cl)c(N5CCCCC5)cc4n3CCCO)n2)ccc1Cl ?
TCR act: 1%; hERG WT inh: -8; KCNH2 3.1 block: -38

How did CN(C(=O)c1ccc(NC(=O)Cc2ccc(NC(=O)C3CCN(C(=O)C4CCCCC4)CC3)cc2)cc1)C1CCCC1 do in these assays?
TCR act: -1%; hERG WT inh: -1; KCNH2 3.1 block: -40

Results for O=C(Cc1cccc(NC(=O)C2CCCN(C(=O)C3CCCC3)C2)c1)Nc1ccc(C(=O)N2CCCCC2)cc1 (stereo not given) ?
TCR act: 5%; hERG WT inh: 6; KCNH2 3.1 block: 6

Results for Cc1cccc(C)c1C(=NCCN(C)C)c1ccccc1 ?
TCR act: 13%; hERG WT inh: 8; KCNH2 3.1 block: -2

What do the screens show for `Cc1ccc(S(=O)(=O)N2CCC(C(=O)N3CCCCCCC3)CC2)cc1`?
TCR act: 6%; hERG WT inh: -2; KCNH2 3.1 block: 8

How did O=C1CC[C@@H]2CC3(C[C@@H]4CCN1[C@H]24)Nc1cc(Cl)ccc1NC3=NC1CCCCC1 (stereo not given in full) do in these assays?
TCR act: -5%; hERG WT inh: 17; KCNH2 3.1 block: -3

Results for Cc1ccc2nc(-c3ccc(NC(=S)NCC(C)(C)CN(C)C)cc3)sc2c1 ?
TCR act: -17%; hERG WT inh: 2; KCNH2 3.1 block: 0

Results for COC(=O)/C=C/c1ccc2c(c1)S(=O)(=O)N(Cc1ccc(OC)cc1)[C@H]2CC(=O)OC ?
TCR act: 2%; hERG WT inh: 9; KCNH2 3.1 block: -5

What do the screens show for `OC(COc1ccc(OCC(O)CN2CCN(Cc3ccccc3)CC2)cc1)CN1CCN(Cc2ccccc2)CC1` (stereo not given)?
TCR act: -13%; hERG WT inh: 1; KCNH2 3.1 block: 34

Results for COc1ccc(-c2cc(C(=O)N(C)Cc3ccc(F)cc3)c3ccccc3n2)cc1OC ?
TCR act: -2%; hERG WT inh: -4; KCNH2 3.1 block: -18

How did Nc1nc(N)nc(C2C=CCCC2)n1 (stereo not given) do in these assays?
TCR act: -7%; hERG WT inh: 4; KCNH2 3.1 block: 7

How did COc1ccc(-c2csc(NC(C)c3nc4cc(C(F)(F)F)ccc4n3CCOCCO)n2)cc1 (stereo not given) do in these assays?
TCR act: -3%; hERG WT inh: -4; KCNH2 3.1 block: -42

How did CCN(C(=O)COC(=O)CCCc1nc2ccccc2s1)c1c(N)n(Cc2ccccc2)c(=O)[nH]c1=O do in these assays?
TCR act: -3%; hERG WT inh: 2; KCNH2 3.1 block: 2

How did O=C(O)C1C2CC3OC(=O)C1C3C2 (stereo not given) do in these assays?
TCR act: 1%; hERG WT inh: -1; KCNH2 3.1 block: -13

How did COc1cc(Cl)c(C)cc1NC(=O)c1ccccc1NC(=O)CN1CCN(c2ccccn2)CC1 do in these assays?
TCR act: -7%; hERG WT inh: 19; KCNH2 3.1 block: -12

Results for Cc1ccc(-c2cc(=O)[nH]c3ccccc23)cc1 ?
TCR act: -2%; hERG WT inh: 0; KCNH2 3.1 block: -10

How did CC12CCC3c4cc(CN5CCOCC5)c(O)cc4CCC3C1CCC2=O (stereo not given) do in these assays?
TCR act: -5%; hERG WT inh: 4; KCNH2 3.1 block: 5

What do the screens show for `COc1ccccc1C(=O)Nc1ccc(S(=O)(=O)N(C)c2ccccc2)cc1`?
TCR act: -9%; hERG WT inh: 2; KCNH2 3.1 block: -1

What do the screens show for `O=C(/C=C/c1ccccc1)NCCc1c[nH]c2ccccc12`?
TCR act: 0%; hERG WT inh: -10; KCNH2 3.1 block: -6

How did CCCCCCCCCCCCCCCC(=O)OCC1OC(n2ccc(N)nc2=O)C(O)C1O (stereo not given) do in these assays?
TCR act: -1%; hERG WT inh: 0; KCNH2 3.1 block: 4

How did COc1cccc2nc3c(C(=O)NCCN(C)C)cccc3cc12 do in these assays?
TCR act: 6%; hERG WT inh: 5; KCNH2 3.1 block: -18

How did CCc1c(N)nc(N)nc1Nc1ccccc1Cl do in these assays?
TCR act: -2%; hERG WT inh: 0; KCNH2 3.1 block: 0

Results for CCN(C(=O)COC(=O)C1CCC(C(C)(C)C)CC1)c1c(N)n(Cc2ccccc2)c(=O)[nH]c1=O (stereo not given) ?
TCR act: -5%; hERG WT inh: -6; KCNH2 3.1 block: 0

What do the screens show for `Cc1ccc(C(=O)NCC(C)NC(=O)c2ccc(C)c([N+](=O)[O-])c2)cc1[N+](=O)[O-]` (stereo not given)?
TCR act: -4%; hERG WT inh: 11; KCNH2 3.1 block: 7

What do the screens show for `Cc1ccc(-n2nc(C)c3c2C(Br)C(C)(C)CC3=O)nc1` (stereo not given)?
TCR act: -6%; hERG WT inh: -4; KCNH2 3.1 block: 22

In the list so far, three contain a nitro group on carbon:
How did O=C(NCCNC(=O)c1ccccc1[N+](=O)[O-])c1ccccc1[N+](=O)[O-] do in these assays?
TCR act: 2%; hERG WT inh: 3; KCNH2 3.1 block: 7

Results for O=[N+]([O-])c1cc(-c2csc(NCCc3nc4cc(Cl)c(N5CCCCC5)cc4n3CCCO)n2)ccc1Cl ?
TCR act: 1%; hERG WT inh: -8; KCNH2 3.1 block: -38

What do the screens show for `Cc1ccc(C(=O)NCC(C)NC(=O)c2ccc(C)c([N+](=O)[O-])c2)cc1[N+](=O)[O-]` (stereo not given)?
TCR act: -4%; hERG WT inh: 11; KCNH2 3.1 block: 7

Further entries.
What do the screens show for `COc1cc(/C=C/c2onc(C)c2[N+](=O)[O-])cc(OC)c1OC`?
TCR act: -22%; hERG WT inh: -9; KCNH2 3.1 block: 3

What do the screens show for `CC1CCCCN1N=Nc1nc2c([nH]1)c(=O)n(C)c(=O)n2C` (stereo not given)?
TCR act: 2%; hERG WT inh: 0; KCNH2 3.1 block: -6

Results for COc1ccc2nc(C3CCCCC3)c3c(c2c1)CCC3 ?
TCR act: -2%; hERG WT inh: 4; KCNH2 3.1 block: -1

What do the screens show for `Cc1ccc(OCC(=O)Nc2ccccc2F)cc1`?
TCR act: -3%; hERG WT inh: -5; KCNH2 3.1 block: 2

What do the screens show for `Oc1ccc(C[C@H]2CNC(=S)N2CC2CCCN2C[C@H](Cc2ccc(O)cc2)N2C[C@H](Cc3ccccc3)N(CCc3ccccc3)C2=S)cc1` (stereo not given in full)?
TCR act: 2%; hERG WT inh: -25; KCNH2 3.1 block: -26

How did COc1ccc(-c2cc(-c3ccccc3)c(C#N)c(SCC(=O)O)n2)cc1 do in these assays?
TCR act: -12%; hERG WT inh: 3; KCNH2 3.1 block: -3

What do the screens show for `Nc1cnnc(N/N=C\c2ccccc2)c1Cl`?
TCR act: -4%; hERG WT inh: -9; KCNH2 3.1 block: 13

What do the screens show for `CCCCn1cnc2c(SCCc3ccccc3)nc(N)nc21`?
TCR act: 0%; hERG WT inh: -11; KCNH2 3.1 block: -5

What do the screens show for `Cc1ccc(S(=O)(=O)Nc2cc(C)cc(CCNC=O)c2C)cc1`?
TCR act: -6%; hERG WT inh: 0; KCNH2 3.1 block: 5

How did Cc1ccc(C)c(S(=O)(=O)N(C)c2ccc(OC(=O)C3CCN(C(=O)Nc4ccccc4)CC3)cc2)c1 do in these assays?
TCR act: 0%; hERG WT inh: -5; KCNH2 3.1 block: -12

What do the screens show for `Cc1cc(C(=O)Nc2ccc3c(c2)CCC3)ccc1[N+](=O)[O-]`?
TCR act: -6%; hERG WT inh: 1; KCNH2 3.1 block: -14

How did CC(=NNC(=O)c1ccncc1)c1ccccc1O do in these assays?
TCR act: -2%; hERG WT inh: -2; KCNH2 3.1 block: 17
